Bioassay records: PubChem, several laboratories
MEX-5 binding = C. elegans MEX-5 TCR-2 RNA binding activity; Q9XUB2; MEX-5/FITC-TCR2 RNA binding, fluorescence polarization; active compounds read low; activity score (negative = inhibition of binding), % at 10 µM; hit rate 0.38% among 300,000; AID 1832;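 active = inhibition past about -25% in most replicates, and total fluorescence under double the plate's negative control median, limit read from the data; inconclusive = replicates evenly split on the limit, or fluorescence at least double controls; inactive = too little inhibition in most replicates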;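 note: 0% = DMSO and -100% = 5 µM competing unlabeled TCR2 RNA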
pPAFAH inh = inhibitors of human plasma PAF acetylhydrolase (pPAFAH); recombinant pPAFAH, FP-rhodamine probe fluorescence polarization; inhibition, % at 3.39 µM; hit rate 1.5% among 330,000;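 active = inhibition above the mean inhibition across the screen plus 3 SD, cut at about 25% in these data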;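 note: inhibitors block binding of the rhodamine activity-based probe so polarization drops; 0% = enzyme with DMSO and 100% = wells lacking pPAFAH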
Target sequence (Q13093 whole entry, looked up): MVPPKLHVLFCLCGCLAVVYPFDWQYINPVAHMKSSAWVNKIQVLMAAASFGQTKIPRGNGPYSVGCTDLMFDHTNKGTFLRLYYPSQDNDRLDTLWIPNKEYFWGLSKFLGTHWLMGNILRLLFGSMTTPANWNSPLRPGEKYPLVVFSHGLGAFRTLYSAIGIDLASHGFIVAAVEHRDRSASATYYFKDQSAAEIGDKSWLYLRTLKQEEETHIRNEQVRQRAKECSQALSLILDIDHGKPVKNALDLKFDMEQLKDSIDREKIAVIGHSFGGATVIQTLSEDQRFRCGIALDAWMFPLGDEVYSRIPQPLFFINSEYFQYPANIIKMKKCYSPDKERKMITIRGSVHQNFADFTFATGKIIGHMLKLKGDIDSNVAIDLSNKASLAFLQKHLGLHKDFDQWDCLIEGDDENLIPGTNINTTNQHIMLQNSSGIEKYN
Fam108B inh = blocks mouse Fam108B hydrolase in RBBP9 counter-screen; hit rate 0.33% among 300,000; AID 1947; inhibition, % at 9.51 µM; recombinant Fam108B, FP-Rh probe fluorescence polarization;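 active = inhibition above the screen mean inhibition plus 3 SD, computed separately per campaign, cut at about 18% in these data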;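 note: inhibitors lower polarization as less probe binds the enzyme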
PAFAH1B2 FP inh = inhibitors of human PAFAH1B2 | inhibition, % at 3.39 µM | hit rate 1.2% among 340,000 | recombinant PAFAH1B2, FP-rhodamine activity probe, fluorescence polarization;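 active = inhibition above the mean of all tested compounds plus 3 SD, cut at about 24% in these data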;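 note: 0% = enzyme with DMSO and 100% = wells lacking PAFAH1B2; many of its hits are not listed in these tables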
BCLXL inh = inhibitors of human Bcl-xL. inhibition, % at 10.9 µM. hit rate 0.7% among 320,000. GST-Bcl-xL / FITC-Bim BH3 peptide fluorescence polarization. Q07817;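 active = inhibition above the mean of all tested compounds plus 3 SD, cutoff set per campaign, cut at about 30% in these data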;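 note: 0% = DMSO wells and 100% = unlabeled Bim-BH3 peptide competitor; inhibitors lower millipolarization by displacing the labeled peptide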
PME-1 primary = blocks human protein phosphatase methylesterase 1. hit rate 0.53% among 320,000. recombinant PME-1, FP-Rh probe fluorescence polarization. inhibition, % at 5.9 µM. Q9Y570;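 active = inhibition above the campaign mean of all compounds plus 3 SD, cut at about 26% in these data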;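 note: competitive labeling of PME-1 active site by serine hydrolase directed probe; 0% = PME-1 with DMSO and 100% = wells lacking PME-1 enzyme; inhibitors block probe labeling so polarization falls and inhibition rises; many of its hits are not listed in these tables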
GLD-1 RNA inh = GLD-1-TGE RNA interaction inhibition (C. elegans); hit rate 0.44% among 320,000; AID 2280; purified GLD-1 + fluorescein TGE RNA, fluorescence polarization; inhibition, % at 5.96 µM;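 active = percent inhibition above a per-plate cutoff, the plate mean of test compounds plus 3 SD, cut at about 30% in these data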;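 note: 0% = DMSO wells with GLD-1 and probe and 100% = wells lacking GLD-1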
Target sequence (Q17339 whole entry, looked up): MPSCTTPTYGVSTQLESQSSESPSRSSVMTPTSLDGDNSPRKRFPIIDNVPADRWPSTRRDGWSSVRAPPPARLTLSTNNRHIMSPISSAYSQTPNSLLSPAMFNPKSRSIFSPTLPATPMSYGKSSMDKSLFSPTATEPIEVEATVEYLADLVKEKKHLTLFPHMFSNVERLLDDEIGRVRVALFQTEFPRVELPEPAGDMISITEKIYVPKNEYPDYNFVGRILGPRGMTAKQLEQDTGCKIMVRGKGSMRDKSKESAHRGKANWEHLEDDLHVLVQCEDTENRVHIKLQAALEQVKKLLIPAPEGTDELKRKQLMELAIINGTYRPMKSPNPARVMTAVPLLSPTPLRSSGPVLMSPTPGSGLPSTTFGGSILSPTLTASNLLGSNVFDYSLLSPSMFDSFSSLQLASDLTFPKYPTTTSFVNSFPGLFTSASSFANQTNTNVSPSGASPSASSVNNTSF
MCL1 BIM primary = MCL1-BIM-BH3 interaction inhibition (human) | Q07820 | GST-MCL1 / FITC-Bim-BH3 fluorescence polarization | inhibition, % at 10.9 µM | hit rate 0.68% among 320,000 | AID 2057;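 active = inhibition above the mean inhibition of all tested compounds plus 3 SD, set per campaign, cut at about 40% in these data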;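 note: 0% = DMSO wells and 100% = unlabeled Bim-BH3 peptide control; higher means more loss of mP so more displacement of Bim peptide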
AHR activator = activates the human aryl hydrocarbon receptor; P35869; AHR-responsive luciferase reporter cells, luminescence; activation, % at 5 µM; hit rate 2.5% among 320,000; in the data active = activation above about 47%;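 note: 0% = vehicle wells and 100% = reference agonist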
* marks the source's active call; other numbers are inactive results; ? = inconclusive; . = no result given. A portion of the library; the hit share may differ from the screen's.

SMILES | MEX-5 binding | pPAFAH inh | Fam108B inh | PAFAH1B2 FP inh | BCLXL inh | PME-1 primary | GLD-1 RNA inh | MCL1 BIM primary | AHR activator
O=C(Nc1ccc(Oc2ccccc2)nc1)C1CCN(Cc2ccco2)CC1 | -1.4 | 2 | -2 | 0 | 2 | -1 | -2 | -1 | 4
CC(=O)c1cccc(NC(=O)c2ccc(NC(=O)CC3SC(N4CCCCC4)=NC3=O)cc2)c1 (stereo unspecified) | 1.2 | 2 | -7 | 0 | 0 | -3 | 7 | 3 | 2
CCCN(CCC)C(=O)CSc1nc2n[nH]c(C)c2c(=N)n1-c1ccc(OCC)cc1 | 1.2 | 5 | -1 | 4 | 1 | 4 | 6 | 0 | 19
O=C1CCCN1CCCNc1ccc2nnc(CCC(=O)N3CCN(c4ccc(F)cc4)CC3)n2n1 | -1.4 | 4 | 3 | -2 | 4 | -2 | -1 | 4 | 0
CCOc1ccccc1C(=O)NCC(=O)Nc1ccc(-c2ccccc2)cc1 | -0.5 | 4 | -3 | 4 | 0 | -5 | 6 | 1 | 25
CCCCN(CCCC)S(=O)(=O)c1ccc(C(=O)Nc2nnc(COC)o2)cc1 | 0.1 | 7 | -1 | 9 | 4 | -6 | -3 | 3 | 0
NC(=O)c1c(NC(=O)COC(=O)CSc2nnc(-c3ccc(Cl)cc3)o2)sc2c1CCC2 | 2.0 | 8 | 4 | 4 | 15 | -8 | -1 | 14 | 3
O=C(CCN=C1NS(=O)(=O)c2ccccc21)OCc1nnc(-c2ccccc2)o1 | -0.7 | 1 | 0 | -1 | -4 | 2 | -3 | -8 | 4
CCOC(=O)/C(=C/C=C1\Sc2ccccc2N1CC)C(C)=O | ? | 2 | 1 | 0 | -137 | 0 | -249 | -259 | 46
CNC(=S)N/N=C/c1ccc(N(C)C)cc1 | -1.2 | -7 | -1 | 3 | 4 | -7 | 1 | 9 | 4
Cc1c(NC(=O)c2ccc(S(=O)(=O)N(C)C)cc2)cccc1-n1cnnn1 | . | 1 | . | 1 | -2 | 1 | -1 | -4 | 0
COc1ccccc1-c1cc(C(=O)NCc2ccc(F)cc2)no1 | 1.8 | 4 | -1 | 4 | 2 | -1 | 5 | 6 | -2
C#CCOc1ccc2c3c(c(=O)oc2c1)CCCC3 | 0.8 | 6 | 0 | -2 | 2 | 1 | 6 | -3 | -3
CC(=O)Nc1ccc2c(c1)CCCN2C(=O)c1ccccc1 | 0.0 | 7 | -2 | 2 | 10 | -5 | 2 | 2 | 0
Cc1cccc(CCNS(=O)(=O)c2cnc[nH]2)c1 | -2.0 | -2 | 4 | 10 | 1 | -3 | 0 | -9 | 1
CC(C)c1onc(C(=O)N2CCN(c3ccc(F)cc3)CC2)c1[N+](=O)[O-] | 1.0 | 2 | -1 | 1 | 8 | 1 | 4 | 0 | 1
COC(=O)CNC(=O)C12CC3(C)CC(C)(CC(C)(C3)C1)C2 | -1.3 | 7 | -3 | 1 | -5 | -4 | -2 | -8 | 0
CC1(C(=O)OCC(=O)NC(=O)c2ccccc2)CC1(Cl)Cl (stereo unspecified) | -0.3 | -14 | -2 | 6 | 2 | -6 | -7 | 4 | 5
CC(C)(C)c1ccc(S(=O)(=O)N(CCCN2CCOCC2)Cc2cccs2)cc1 | -2.3 | 32* | -3 | 7 | 9 | -1 | 1 | 5 | 3
Cc1c(N/N=C(\C#N)C(=O)c2ccc(Cl)cc2)c(=O)n(-c2ccccc2)n1C | -7.6 | 4 | -2 | 4 | 7 | 4 | -3 | 5 | 0
COc1cccc(C2c3[nH]c4ccccc4c3CCN2Cc2cnc(C)s2)c1OC (stereo unspecified) | 0.5 | -1 | 3 | 5 | 7 | -2 | 7 | 10 | 14
CCCS(=O)(=O)c1ccc(COC(=O)c2cccc(NC(=O)C(C)C)c2)cc1 | 1.9 | 5 | -1 | 4 | 5 | -3 | 0 | -3 | -1
Cc1cc(C)cc(Nc2nc3ccc(C)cc3n3cnnc23)c1 | 0.0 | 4 | 2 | 0 | 3 | 2 | 0 | 1 | 32
CCOC(=O)c1cccc(NC(=O)COC)c1 | -1.1 | 0 | -2 | 3 | 0 | -2 | -4 | 1 | 1
Cc1ccc2c(c1)OC(c1ccc3c(c1)OCCO3)CC2=O (stereo unspecified) | -1.8 | 3 | -1 | -3 | 0 | 1 | -2 | -1 | 4
Going on with the list:
SMILES | MEX-5 binding | pPAFAH inh | Fam108B inh | PAFAH1B2 FP inh | BCLXL inh | PME-1 primary | GLD-1 RNA inh | MCL1 BIM primary | AHR activator
CCOC(=O)c1ccccc1NC(=O)CSc1nc2ccccc2n1CC(=O)N1CCCC1 | 0.1 | 4 | 0 | 0 | 3 | 4 | -1 | -3 | -1
CCC1=NN(C(=O)c2ccc(Br)cc2)C(O)(c2ccccc2)C1 (stereo unspecified) | 0.8 | 5 | 2 | 1 | -1 | 4 | 3 | 3 | 8
Cc1nc2ccc(NC(=O)c3c(-c4ccccc4)noc3C)cc2s1 | 1.9 | -1 | 2 | 5 | -1 | -2 | 10 | -7 | -5
CC(=O)C1=C(O)C(=O)N(CCc2c[nH]c3ccccc23)C1c1ccc(C)cc1 (stereo unspecified) | 1.6 | 3 | 0 | 5 | -3 | 1 | 3 | -4 | 2
CCN(CC)C(=O)Cn1cc(C(=O)C(=O)NCCc2ccc(S(N)(=O)=O)cc2)c2ccccc21 | -2.9 | 1 | 0 | 1 | 3 | -2 | 4 | -1 | 2
CC1=C(C(=O)OCCNC(=O)c2cccnc2)C(c2cccc([N+](=O)[O-])c2)C(C(=O)OCCN(C)C)=C(C)N1 (stereo unspecified) | 1.0 | -2 | 4 | 2 | 4 | 0 | 1 | 3 | -2
COc1ccc(C2(CNC(=O)c3cccc([N+](=O)[O-])c3)CCCCC2)cc1OC | 1.8 | 9 | 8 | 5 | 4 | 1 | 8 | 1 | 3
COc1ccc2c(C(F)(F)F)cc(=O)oc2c1C | -0.1 | 2 | 2 | 2 | 8 | 1 | 1 | 5 | 0
CC(C)Oc1cccc(C(=O)NC(=S)Nc2ccccc2)c1 | 2.0 | 3 | -2 | -4 | 2 | -3 | 8 | 6 | 5
COC(=O)CSc1nc(C2CC2)nc2ccccc12 | -0.4 | -1 | 1 | -2 | 5 | 0 | 3 | 7 | 0
O=C(c1ccc2c(c1)C(=O)N(Cc1ccco1)C2O)N1CCOCC1 (stereo unspecified) | 0.8 | -1 | -2 | 3 | 1 | -3 | -5 | 7 | -1
COc1cccc(CNC(=O)CCCC(=O)Nc2cccc([N+](=O)[O-])c2)c1 | -0.4 | -2 | 0 | 2 | -2 | -7 | -3 | -7 | 1
Cc1nc2sc(C(c3cccs3)N3CCN(C(=O)c4ccco4)CC3)c(O)n2n1 (stereo unspecified) | 2.7 | 2 | 2 | 6 | 0 | 4 | 3 | 2 | 3
N#CC1=C(N)Oc2cc3ccccc3cc2C1c1cccnc1 (stereo unspecified) | 1.0 | 6 | 0 | 6 | 5 | -2 | 6 | 4 | 7
C=C(C)Cn1c(SCC(=O)O)nnc1-c1ccc(OC)cc1 | 2.2 | 1 | 2 | 3 | -7 | 1 | 9 | -13 | 0
Cc1cccc(C)c1Nc1ncnc2ccccc12 | -1.7 | -6 | 1 | 5 | 0 | 2 | 9 | -4 | 6
N#C/C(=C/c1ccc(Sc2nc3ccccc3[nH]2)o1)c1ccccc1F | -4.1 | -1 | -21 | -3 | -5 | -37 | 3 | 5 | 4
C/C(N)=C(/C#N)C(=O)COC(=O)c1ccccc1C(=O)c1ccc(C)cc1 | -0.2 | -1 | -1 | 3 | 2 | 7 | 2 | 1 | 2
CCN(C1CCCCC1)S(=O)(=O)c1cc(C)ccc1OC | 1.4 | 19 | 0 | 17 | 8 | -2 | 2 | 4 | 0
O=S(=O)(c1ccc2c(c1)OCCO2)N1CCC(c2nc3ccccc3[nH]2)CC1 | -0.2 | 1 | 4 | 3 | 7 | 6 | 4 | -1 | 1
CCNC(=O)C12CCC(C)(c3nc4cc(C)c(C)cc4nc31)C2(C)C (stereo unspecified) | -1.1 | 3 | 1 | 4 | 5 | 2 | 3 | 2 | 7
NC(=O)Cc1ccc(C(=O)CSc2nnc(-c3ccncc3)n2C2CC2)s1 | . | 33* | . | 6 | . | . | 3 | . | 1
COc1ccccc1OCC(=O)Nc1cc(C(F)(F)F)ccc1-n1cncn1 | -1.5 | 1 | -1 | 2 | 2 | 0 | 4 | 3 | 6
CCOc1nc(-c2ccccc2)ccc1-c1noc(-c2cccs2)n1 | -0.2 | -3 | 0 | 1 | 2 | -1 | -4 | 0 | 5
COc1cc(-c2nnc(SCC(=O)/C(C#N)=C(\C)N)o2)cc(OC)c1OC | 3.6 | 2 | 2 | 3 | -3 | -1 | 6 | 8 | 0
O=C(CSC1CC(=O)N(c2ccc(C(=O)O)cc2)C1=O)Nc1ccc2ccccc2c1 (stereo unspecified) | 1.6 | -10 | -2 | 7 | 7 | -8 | 2 | 5 | 9
Cc1cc(NC(=O)C(=O)c2cn(C)c3ccccc23)no1 | -1.8 | 4 | 0 | 0 | 1 | 3 | 2 | -1 | 15
Cc1nc2cc(NC(=O)c3ccco3)ccc2n1C | -1.1 | -4 | 2 | 3 | 2 | -1 | -2 | 10 | 9
O=C(Nc1cccc2ncccc12)C12CC3CC(CC(C3)C1)C2 | -0.7 | -10 | 0 | 8 | 4 | -10 | -8 | 9 | 1

Gathered by group, the entries above containing a COOH group.
SMILES | MEX-5 binding | pPAFAH inh | Fam108B inh | PAFAH1B2 FP inh | BCLXL inh | PME-1 primary | GLD-1 RNA inh | MCL1 BIM primary | AHR activator
C=C(C)Cn1c(SCC(=O)O)nnc1-c1ccc(OC)cc1 | 2.2 | 1 | 2 | 3 | -7 | 1 | 9 | -13 | 0
O=C(CSC1CC(=O)N(c2ccc(C(=O)O)cc2)C1=O)Nc1ccc2ccccc2c1 (stereo unspecified) | 1.6 | -10 | -2 | 7 | 7 | -8 | 2 | 5 | 9

Sorted by number of heavy atoms (highest first): part of the list above.
SMILES | MEX-5 binding | pPAFAH inh | Fam108B inh | PAFAH1B2 FP inh | BCLXL inh | PME-1 primary | GLD-1 RNA inh | MCL1 BIM primary | AHR activator
CCOC(=O)c1ccccc1NC(=O)CSc1nc2ccccc2n1CC(=O)N1CCCC1 | 0.1 | 4 | 0 | 0 | 3 | 4 | -1 | -3 | -1
COc1cccc(CNC(=O)CCCC(=O)Nc2cccc([N+](=O)[O-])c2)c1 | -0.4 | -2 | 0 | 2 | -2 | -7 | -3 | -7 | 1
N#C/C(=C/c1ccc(Sc2nc3ccccc3[nH]2)o1)c1ccccc1F | -4.1 | -1 | -21 | -3 | -5 | -37 | 3 | 5 | 4
CCNC(=O)C12CCC(C)(c3nc4cc(C)c(C)cc4nc31)C2(C)C (stereo unspecified) | -1.1 | 3 | 1 | 4 | 5 | 2 | 3 | 2 | 7
COC(=O)CSc1nc(C2CC2)nc2ccccc12 | -0.4 | -1 | 1 | -2 | 5 | 0 | 3 | 7 | 0
